# From PubChem BioAssay
# MT stabilize HCS – stabilizes microtubules in HeLa cells | HeLa tubulin immunostaining HCS, 24 h; share of cells brighter than vehicle mean+2SD | % tubulin-high responders, % at 10 µM | AID 2205 | hit rate 0.83% among 200,000;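 active = plate Z-score above 3 for both tubulin-high and condensed-nucleus cell shares, with cell loss under 80%, at 10 µM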;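 also: anti alpha tubulin signal scored within the nucleus-defined area of each cell; some results filed as inactive read as strong as hits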
# Autophagy mod – modulators of autophagy | MEF GFP-LC3 puncta imaging; test concentration mostly 10 µM | calls only at 10 µM (by protocol) | hit rate 0.98% among 190,000;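 active = percentage of spot-positive cells more than 3 SD above its plate mean, without a fluorescence outlier flag or 80% toxicity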;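 also: spot-positive cell cutoff set from DMSO-treated cells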
# bCat nuc transl – modulators of beta-catenin nuclear translocation | AID 1665 | HeLa beta-catenin nuclear translocation, immunofluorescence imaging | nuclear translocation activity, % at 5 µM | hit rate 0.3% among 190,000;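 active = nuclear translocation activity above 50% at 5 µM, with a well cell count of 50 or more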;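 also: per-cell ratio of nuclear to cytoplasmic median beta-catenin stain intensity; plate controls were DMSO negative control for no effect and GSK-3 inhibitor IX positive control for full effect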
#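 Test system: human HeLa cells, native beta-catenin. Compound dosing: 5 µM primary single dose, 0.1% DMSO, 0.02–20 µM confirmation series. Incubation: compound exposure 24 h at 37°C. Detection: beta-catenin immunostaining with DAPI counterstain, 20x imaging, 6 fields/well. Read-out basis: Nuclear/cytoplasmic beta-catenin signal ratio, % activation.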
# P. falciparum M17LAP – P. falciparum M17LAP inhibitors, primary screen, biochemical, fluorogenic H-Leu-NHMec substrate, 1536-well (AID 1619); recombinant M17LAP, H-Leu-NHMec fluorogenic kinetic assay; higher % means a stronger effect; inhibition, % at 30 µM; hits with a dose series show IC50 in µM; hit rate 0.38% among 220,000;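 active = compound inhibiting the enzyme by more than half at any dose during confirmatory dose-response retesting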;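 also: plate controls were full reaction with DMSO carrier for no effect and no enzyme background for full effect; strong numbers were not always called active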
# HEK293 NOD2/NF-kB – inhibition of NOD2-driven NF-kB reporter – cell-based, luminescence, uHTS, HEK293 (AID 1566); HEK293 NOD2/NF-kB luciferase reporter, luminescence; higher % means a stronger effect; one-dose inhibition, % at 4 µM; EC50 in µM for titrated hits; hit rate 0.63% among 290,000; in the data active = inhibition above about 50%; also: many of its hits are not listed in these tables
# Ins promoter up – MIN6 insulin promoter up-regulation | MIN6 insulin promoter-GFP reporter, high-content imaging; hits give high values | z-score at 5 µM | hit rate 0.3% among 190,000;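 active = z-score above 3 at 5 µM with at least 500 cells counted in the well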
# Yfh1-depleted yeast – enhancers of respiration in Yfh1-depleted yeast, dose response, Friedreich's ataxia, plus single-dose screen (AID 1465); S. cerevisiae Yfh1-off respiration, WST-1 reduction, 72 h; higher fold induction means a stronger effect; fold induction at 50 µM; hits with a dose series show EC50 in µM; hit rate 0.074% among 220,000;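 active = fold induction of absorbance versus untreated yeast above a set limit, then at least 30% activation at any dose in follow-up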;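 also: activators that raise dye reduction in frataxin-depleted yeast; strong numbers were not always called active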
# NOD1 NF-kB reporter – inhibition of NOD1-driven NF-kB reporter – cell-based, luminescence, uHTS, primary screen (AID 1578). inhibition, % at 4 µM, or EC50 in µM where a hit was titrated. hit rate 1% among 290,000. NOD1-driven NF-kB luciferase reporter cells, luminescence; higher % means a stronger effect; in the data active = inhibition mostly above about 36%, no sharp cut-off; inactive = mostly below about 34%;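 also: HEK-293T reporter cells stimulated with the NOD1 agonist gamma-tri-DAP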
# Dynein transport – dynein cargo transport inhibition | hit rate 0.47% among 220,000 | 3617.4 mouse cells, GR-EGFP nuclear translocation imaging; test concentration mostly 20 µM; stimulated with dexamethasone, 1 µM; hits give low values | AID 1381 | z-score, hits read low;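 active = plate z-score of nuclear minus cytoplasmic receptor signal below a set negative limit, without overly bright fluorescence or cell loss, cut at about -3.5 in these data, passing the limit was not always enough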;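 also: z-score of nuclear minus cytoplasmic ring GR-EGFP intensity difference per well; some compounds called inactive have numbers as strong as hits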
#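 Buffer or medium: tet-free, stripped-serum medium; Also added: dexamethasone, 1.0 µM final; Technique: high-content fluorescence imaging after fixation; Times: 48 h induction, 1 h compound, 30 min dex at 37 °C; Read-out: per-cell GR-EGFP intensity, nucleus versus surrounding cytoplasmic ring, well-averaged.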
# Dynein transport cytoplasmic EGFP – second read-out of Dynein transport, no call of its own (marks repeat the call); z-score; measured here: cytoplasmic GR-EGFP intensity; hits give high values
# Dynein transport nuclear GR-EGFP – further read-out of Dynein transport, marked with its call; z-score; measured here: nuclear GR-EGFP intensity;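 lower value marks the stronger effect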
# Dynein transport cell count – further read-out of Dynein transport, marked with its call; z-score; measured here: cell count per field
# Ins promoter up cell count – second read-out of Ins promoter up, no call of its own (marks repeat the call); cell count; measured here: cytotoxicity, nuclei count;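 total cells summed across four imaged fields per well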
# bCat nuc transl cell count 5 µM – recorded beside bCat nuc transl, whose call it bears; cell count; measured here: cell count, cytotoxicity flag
# MT stabilize HCS Hoechst-high % – recorded beside MT stabilize HCS, whose call it bears; % Hoechst-high responders; measured here: nuclear condensation Hoechst responders;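 share of cells brighter than vehicle mean plus two SD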
# MT stabilize HCS cytotoxicity % – also measured in MT stabilize HCS; calls as there; toxicity, %; measured here: cytotoxicity by cell density;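 0% = mean cell density of plate MIN control wells and 100% = no cells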
# Autophagy mod cell loss 18 h – further read-out of Autophagy mod, marked with its call; toxicity, %; measured here: cell loss, nuclei count;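 cell loss after 18 h compound exposure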
# The depositor's hits bear a star; i = inactive; / = no result given. Some of the compounds tested; the hit share may differ from the screen's.
SMILES,MT stabilize HCS,MT stabilize HCS Hoechst-high %,MT stabilize HCS cytotoxicity %,Autophagy mod,Autophagy mod cell loss 18 h,bCat nuc transl,bCat nuc transl cell count 5 µM,P. falciparum M17LAP,HEK293 NOD2/NF-kB,Ins promoter up,Ins promoter up cell count,Yfh1-depleted yeast,NOD1 NF-kB reporter,Dynein transport,Dynein transport cytoplasmic EGFP,Dynein transport nuclear GR-EGFP,Dynein transport cell count
CCOC(=O)C1C(=O)NC23CCCC2C1c1ccccc1O3 (centres undefined),5.4,2.1,21,i,-26,-3.2,1060,7%,-34%,0.33,1557,i,-8%,0.95,-0.084,0.88,-0.84
C=CCn1c(O)c(C(CC)=Nc2ccc(C(=O)O)cc2)c(=O)[nH]c1=O,/,/,/,/,/,0.5,1341,-6%,4%,0.29,1005,i,-14%,-0.75,-0.12,-0.41,0.49
COc1cc(C(c2c(C)[nH]n(-c3ccccc3)c2=O)c2c(C)[nH]n(-c3ccccc3)c2=O)cc(OC)c1OC,2.9,1.7,3.6,i,-31,-1.4,1169,11%,16%,/,/,/,7%,-0.47,-0.16,0.23,0.35
O=c1[nH]c(=S)n(C2CC2)c(O)c1/C=N/Nc1ccccc1,7.3,3.9,9.5,i,5,-3.0,1144,26%,-98%,-0.03,1355,i,-38%,-0.56,-0.25,0.0019,0.49
COC(=O)c1ccc(COc2cc(C)cc3oc(=O)c4c(c23)CCCC4)o1,2.9,2.4,1.1,i,16,-0.2,892,12%,4%,-0.46,890,i,-41%,-0.38,-0.3,-0.046,0.51
CCCCc1nc2ccccc2c(=O)n1-c1ccccc1[N+](=O)[O-],1.9,1.7,7.3,i,5,0.4,1385,1%,18%,-0.57,1515,i,8%,-0.21,-0.19,-0.5,0.16
CCCCC(=O)N/N=C/c1c(O)n(-c2ccccc2)c(=O)[nH]c1=O,/,/,/,/,/,0.0,1310,14%,23%,-0.26,1123,i,-3%,-0.61,-0.033,0.041,0.61
CN1CCN(c2ccc(F)cc2N)CC1,4.3,4.0,7.0,i,3,1.1,1109,0%,4%,-0.2,1382,i,-44%,2.2,-0.19,1.2,-0.47
COc1ccc(CN2C(=O)CC(=O)NC2=O)cc1,2.9,6.4,10,i,5,-1.0,1129,17%,-10%,-0.22,1366,i,-7%,-0.13,-0.23,-0.07,1.1
c1cc2n(c1)-c1c(ccc3c1OCO3)CNC2c1ccc2c(c1)OCO2 (centres undefined),16,5.0,31,i,12,11,849,-7%,-31%,0.12,1681,i,-38%,-0.0082,-0.21,0.18,-0.22
Oc1cc2c(cc1O)[C@H]1c3ccccc3CN[C@@H]1CC2,/,/,/,/,/,0.4,1163,-5%,28%,-0.75,1093,i,0%,/,/,/,/
C=CCn1c(O)c(C(C)=NC(C)c2ccccc2)c(=O)[nH]c1=O (centres undefined),/,/,/,/,/,-0.5,1276,-4%,6%,0.18,1125,i,1%,-0.4,-0.25,-0.24,1
C=C(COC(=O)CCC(=O)O)CC1CC(O)[C@]2(C)OC3CC4OC5C[C@]6(C)O[C@]7(C)CCC8OC9C[C@]%10(C)OC%11C(C)=CC(=O)OC%11CC%10OC9C[C@@H](C)C8OC7CC6O[C@]5(C)C/C=C\C4OC3CC2O1 (some centres undefined),/,/,/,/,/,0.4,1375,-6%,6%,1.2,726,i,-4%,3,-0.8,1.6,-0.041
C=CCSc1nc2c(c(-c3ccsc3)c1C#N)CN(C)CC2,/,/,/,/,/,0.2,1357,20%,0%,0.35,1119,i,-3%,-0.81,0.41,-0.21,0.18
Clc1ccc2c(c1)C(c1ccccc1Cl)=NCc1nnc(Br)n1-2,3.8,1.5,6.7,i,1,-1.6,555,-2%,18%,/,/,i,-3%,-0.094,-0.036,0.38,-0.69
CCC(C)N1C(=O)/C(=C\c2ccc(N3CCCCCC3)cc2)C(=O)NC1=S (centres undefined),1.8,2.9,2.1,i,1,0.9,959,15%,0%,0.01,1456,i,-23%,0.18,0.28,-0.1,0.24
CCN(CC)c1ccc(N=Cc2c(O)n(-c3ccccc3C)c(=O)[nH]c2=O)cc1,9.1,0.0,98,i,9,/,/,9%,-3%,-0.05,1318,i,-38%,-0.62,-0.061,-0.016,-0.054
CCOc1ccc(CC2C(=O)NC(=O)N(c3ccc(CC)cc3)C2=O)cc1 (centres undefined),1.0,0.7,8.2,i,8,3.3,946,10%,-9%,0.29,813,i,20%,1.6,-0.058,1.2,-1.3
Cc1cc(OC(=O)c2ccco2)c2c3c(c(=O)oc2c1)CCC3,5.5,3.1,7.0,i,-18,1.4,1138,-3%,22%,1.2,1454,i,-6%,0.11,-0.2,0.24,0.08
COc1ccc(-n2c(C)nc3cc(C(=O)N4CCC5(CC4)OCCO5)ccc32)cc1,24*,29*,38*,i,-5,0.0,1069,4%,3%,1.1,1195,i,-8%,-0.59,-0.33,0.3,0.49
Cc1cc(C=C2C(=O)N(C)C(=S)N(C)C2=O)c(C)n1-c1ccncc1,/,/,/,/,/,-1.5,1190,8%,4%,0.01,1459,i,1%,-0.56,0.11,-0.3,-1.3
O=C(CCN1CCCCC1)NCC(=O)Nc1ccc(Br)cc1C(=O)c1ccccc1,3.0,2.0,5.2,i,-21,-0.9,1321,1%,-12%,0.4,1548,i,-9%,-0.21,-0.22,0.41,0.15
CN(C)C(=O)Oc1ccc(-c2cn3cc(Cl)ccc3n2)cc1,5.4,2.3,1.0,i,4,-5.2,568,-11%,-96%,0.06,1308,i,-50%,0.15,-0.27,-0.27,-0.32
CC(Cc1ccccc1)NC(N)=O (centres undefined),/,/,/,/,/,-2.0,1176,-4%,6%,0.4,1415,i,-7%,1.6,-0.029,0.86,-1.4
COC(=O)C(O)(c1ccc(NC(=O)NC2CCCCC2)cc1)C(F)(F)F (centres undefined),2.1,2.3,5.4,i,-40,-0.8,558,6%,-32%,0.15,1174,i,-28%,-1.1,-0.18,0.14,0.044
COc1ccc(O)c(C(C)(C)C)c1,3.1,2.2,6.7,i,6,-1.6,1059,7%,20%,-2,815,i,-23%,-0.95,-0.36,-0.41,1.2
CCOC(=O)C(O)(c1ccc(N=c2ccccn2C)cc1)C(F)(F)F (centres undefined),/,/,/,/,/,0.5,1368,2%,14%,0.01,1052,i,-6%,0.14,-0.22,-0.0055,0.71
Cn1cccc1/C=C1/C(=O)NC(=O)N(C(C)(C)C)C1=O,/,/,/,/,/,0.7,1290,-5%,-1%,0.02,1008,i,-5%,0.027,-0.26,0.095,0.53
CCCCn1c(O)c(C(C)=Nc2c(C)n(C)n(-c3ccccc3)c2=O)c(=O)[nH]c1=O,3.8,1.4,6.7,i,10,-0.4,1136,22%,-3%,0.24,1342,i,-19%,0.11,-0.29,0.32,-0.39
COc1ccccc1Sc1ccccc1CC(C)N (centres undefined),2.9,4.1,11,i,-6,0.5,789,7%,-32%,-0.17,1211,i,33%,2,-0.15,1.4,-1.7
Cc1cc(Oc2ccc(C(F)(F)F)cc2[N+](=O)[O-])c2c3c(c(=O)oc2c1)CCC3,3.1,1.7,6.2,i,-1,-2.0,899,-4%,8%,-0.02,1338,i,-11%,-0.1,-0.31,-0.38,-0.13
CCC(=O)N1CC(=O)Nc2ccc(F)cc2C1c1ccccc1 (centres undefined),3.0,3.6,3.6,i,9,/,/,-7%,8%,0.61,1115,i,-11%,1.6,-0.12,1,-0.85
COCCCN1Cc2ccccc2C1=N,3.7,1.0,2.1,i,-20,-1.4,1372,3%,1%,-0.32,1275,i,/,2.1,0.032,0.39,-1.1
COC(=O)c1c(C)n(Cc2ccc3c(c2)OCO3)c2ccc(O)cc12,2.3,2.8,4.3,i,-6,-1.3,1105,1%,-2%,/,/,i,48%*,-0.52,-0.23,-0.36,-0.089
O=C(N/N=C1/CN2CCC1CC2)c1cccc(O)c1,1.7,1.7,9.4,i,4,-11,1094,10%,15%,/,/,i,-7%,0.28,-0.17,0.036,0.2
Cc1cc(C=O)c(C)n1CC1CCCO1 (centres undefined),4.0,2.9,0.6,i,3,-8.0,1209,3%,19%,-0.09,785,i,-7%,1.7,0.04,1.4,-0.55
CC(=O)c1c(C)n(CCCOC(C)C)c2ccc(O)cc12,1.8,1.6,4.1,i,-9,-0.6,1129,-2%,10%,0.05,1231,i,-9%,0.46,-0.12,0.28,0.62
